CaV13 FRET inh – Primary screen for inhibitors of IQ motif and Ca2+-dependent inactivation inhibitor domain binding in CACNA1D, Förster resonance energy transfer in living cells, …; HEK cells, CFP/YFP FRET ICDI-IQ, plate reader, 10 min; percent FRET-ratio fall versus neutral wells; inhibition, % at 12.3 µM; actives 0.098% (n = 340,000); AID 743397;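 active = mean replicate inhibition of at least 30% and at least 1% of replicates passing that level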;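 note: 0% = median of the neutral control wells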
NR2E3 ag-1 – agonists of human nuclear receptor NR2E3; Q9Y5X4; GST-NR2E3/biotin-RetCOR TR-FRET, 1536-well; inhibition of corepressor binding, % at 4.78 µM; actives 0.12% (n = 320,000); AID 2300;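 active = percent inhibition above the cutoff of mean plus 3 SD of all tested compounds, set per screening campaign, cut at about 20% in these data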;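 note: 0% = DMSO wells and 100% = biotin wells as full block of FRET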
Target sequence (Q9Y5X4 whole entry, looked up): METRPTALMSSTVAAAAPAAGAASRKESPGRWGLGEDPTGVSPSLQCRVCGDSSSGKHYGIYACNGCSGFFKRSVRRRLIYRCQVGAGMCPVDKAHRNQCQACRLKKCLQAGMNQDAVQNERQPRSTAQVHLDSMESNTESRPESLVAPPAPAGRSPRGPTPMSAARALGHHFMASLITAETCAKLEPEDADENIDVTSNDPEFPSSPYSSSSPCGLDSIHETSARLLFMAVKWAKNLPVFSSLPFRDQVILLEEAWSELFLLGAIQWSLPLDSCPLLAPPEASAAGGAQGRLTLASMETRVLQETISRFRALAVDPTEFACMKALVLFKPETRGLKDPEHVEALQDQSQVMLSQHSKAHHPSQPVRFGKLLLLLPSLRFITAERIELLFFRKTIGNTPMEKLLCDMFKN
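system = GST-tagged NR2E3 plus biotinylated RetCOR corepressor | input = 1.35 nM GST-NR2E3 | also added = 7 nM biotin-RetCOR | schedule = 5 h incubation at 4 °C | measured by = TR-FRET with europium anti-GST and streptavidin-D2, 340 nm excitation | read-out = percent loss of FRET ratio relative to control wells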
aDG glyco act – increases alpha dystroglycan glycosylation. Pro5-aDG cells, alpha-DG glycosylation AlphaScreen (IIH6); 0% Pro5, 100% B10-LARGE cell signal. activation, % at 10 µM. actives 0.22% (n = 360,000). AID 624168;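 active = activation of at least 8% versus controls, or a plate z-score of at least 8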;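 note: Pro5 are CHO cells carrying HIG-tagged alpha-DG that lacks glycosylation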
Vif imaging – HIV Vif inhibition; AID 602346; inhibition, % at 7.49 µM; actives 0.35% (n = 340,000); HEK293T cells, Vif self-association by quenched fluorescence, imaging, 24 h; in the data active = inhibition above about 50%, passing the limit was not always enough; note: some results filed as inactive read as strong as hits
PDI turbidity – blocks human protein disulfide isomerase activity. inhibition, % at 10 µM. P07237. PDI insulin aggregation turbidity, A650, 90 min. actives 0.052% (n = 350,000);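 active = mean inhibition across replicates of 30% or more, whatever share of single replicates reach that level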;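 note: absorbance from insulin aggregation driven by PDI reduction with DTT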
Target sequence (P07237 whole entry, looked up): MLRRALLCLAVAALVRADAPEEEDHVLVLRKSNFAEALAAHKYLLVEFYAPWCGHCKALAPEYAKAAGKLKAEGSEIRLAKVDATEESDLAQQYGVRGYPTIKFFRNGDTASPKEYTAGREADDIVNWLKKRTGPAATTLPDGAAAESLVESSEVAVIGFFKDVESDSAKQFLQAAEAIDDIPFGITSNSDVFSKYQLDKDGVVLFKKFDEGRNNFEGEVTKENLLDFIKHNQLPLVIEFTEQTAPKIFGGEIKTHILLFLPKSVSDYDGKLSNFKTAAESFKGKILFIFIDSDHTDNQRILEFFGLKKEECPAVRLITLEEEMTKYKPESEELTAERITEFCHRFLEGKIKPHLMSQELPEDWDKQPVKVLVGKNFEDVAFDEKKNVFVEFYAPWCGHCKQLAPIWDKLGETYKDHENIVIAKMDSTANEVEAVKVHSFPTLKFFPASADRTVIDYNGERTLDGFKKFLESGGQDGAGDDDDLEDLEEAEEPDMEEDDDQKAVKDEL
NR2E3 ag-2 – human photoreceptor-specific nuclear receptor agonism; Q9Y5X4; CHO-S Gal4-NCOR/VP16-NR2E3 two-hybrid, luciferase; inhibition of corepressor binding, % at 3.98 µM; actives 0.35% (n = 360,000); AID 602229;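 active = inhibition above the mean of all tested compounds plus 3 SD, cut at about 70% in these data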;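 note: 0% = DMSO with NR2E3 transfected cells and 100% = cells lacking NR2E3 construct; higher means lower luciferase signal from less NR2E3 corepressor binding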
Peg3 promoter – Peg3 promoter activity inhibition. HeLa PEG-Prom luciferase reporter, luminescence, overnight. inhibition, % at 20 µM. actives 1.7% (n = 360,000);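 active = inhibition of at least 50% at 20 µM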
hiPSC survival – hiPSC single-cell survival enhancement | ATPlite luminescence; 100% = ROCK inhibitor wells, 0% = DMSO | survival enhancement, % at 20 µM | actives 0.044% (n = 360,000) | AID 602274; in the data active = survival enhancement above about 18%;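 note: cells exposed to compounds for 16 hours before the ATP read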
Granule exo inh – blocks lytic granule exocytosis; inhibition, % at 10 µM; TALL-104 LAMP-1 surface exposure, flow cytometry; cells stimulated with thapsigargin and PMA; AID 651702; actives 0.66% (n = 360,000);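 active = inhibition above about 55%, limit read from the data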
HIF-2a block – blocks HIF-2a reporter activity | 786-0 RCC cells HIF-2a reporter, luciferase luminescence, overnight | inhibition, % at 18.8 µM | actives 0.72% (n = 360,000) | AID 624352;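 active = inhibition of the luminescence signal of 40% or more relative to plate controls, in a single-dose primary screen at 18.75 µM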
MITF TRPM1 inh – reduces MITF-dependent TRPM1 promoter luciferase signal. inhibition, % at 12.5 µM. SK-MEL-5 TRPM1 promoter luciferase, 24 h. actives 0.83% (n = 330,000). AID 488899;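 active = mean inhibition across replicates of 60% or more, whatever share of single replicates reaches that level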; note: values of inactives mirror those of a sister screen read the other way
Active calls of the source: *; . = no result given.

SMILES | CaV13 FRET inh | NR2E3 ag-1 | aDG glyco act | Vif imaging | PDI turbidity | NR2E3 ag-2 | Peg3 promoter | hiPSC survival | Granule exo inh | HIF-2a block | MITF TRPM1 inh
Cc1ccc(C(=O)N2c3ccccc3CC2C)o1 (stereo not given) | -2 | 4 | -0.1 | 1 | 0 | -147 | -305 | -0.6 | 1 | -261 | -49
COc1ccc(CCNC(=O)c2ccccc2-c2ccccc2C(=O)O)cc1OC | -4 | 0 | 0.0 | . | -10 | -9 | 3 | -0.1 | -11 | 7 | 1
CC(=O)OC[C@@H]1CN(Cc2ccccc2)C[C@H](n2cnc3c(NC4CCC4)ncnc32)O1 | -9 | . | -0.1 | 8 | 13 | -6 | 0 | 1.0 | 0 | 9 | .
Cc1cc(C)nc(NC(=O)c2ccc(C)c([N+](=O)[O-])c2)n1 | . | 1 | 0.2 | . | 0 | -23 | 9 | -0.6 | -8 | 21 | 7
CCOC(=O)Nc1ccc2c(c1)N(C(=O)CN1CCN(C)CC1)c1ccccc1S2 | -8 | -1 | 0.1 | -3 | 1 | -18 | -4 | -0.8 | 1 | -1 | -2
C[C@@H]1O[C@@H](OCCC(=O)O)[C@H](O)C[C@H]1O | -10 | . | 0.4 | -3 | -2 | 13 | 0 | -1.5 | 1 | -1 | -4
Cc1nnc(SCC(=O)N2N=C(c3ccc(Cl)cc3)CC2c2ccco2)[nH]c1=O (stereo not given) | -6 | 3 | 0.2 | 0 | 3 | -6 | -47 | 0.0 | -6 | -21 | -6
COCCn1c(=N)c(C(=O)NCCc2ccccc2)cc2c(=O)n3cccc(C)c3nc21 | . | 1 | 1.8 | 1 | -7 | -17 | -42 | -3.3 | 3 | -5 | -3
Cc1cc(C(F)(F)F)n2nc(-c3cccs3)cc2n1 | -3 | 1 | 0.0 | -13 | -2 | -30 | -58 | -0.2 | -4 | -105 | -19
Cc1cc(=O)[nH]c(SCC(=O)NCc2ccc3c(c2)OCO3)n1 | -4 | -1 | -0.2 | -3 | -4 | 10 | 10 | 0.8 | 0 | 16 | 5
N#CC1=C(N)Oc2c(ccc3cccnc23)C1c1ccccc1 (stereo not given) | -6 | 0 | -0.3 | 18 | -4 | 5 | 22 | 0.6 | -5 | 14 | 32
Cc1cccc(N(Cc2ccccc2)C(=O)c2cc(S(=O)(=O)N3CCOCC3)ccc2F)c1 | -2 | -4 | -0.1 | -5 | 1 | 16 | 29 | 0.8 | 41 | 14 | 8
C=CCSc1nncn1/N=C/c1ccc(OC)cc1 | -5 | 1 | 1.1 | 7 | 3 | -90 | -288 | 0.1 | 1 | -266 | -88
Cc1cc(OCCCn2ccnc2)ccc1C(C)C | -5 | 1 | 0.1 | -7 | -9 | 15 | -14 | -1.3 | -3 | -23 | 5
Nc1ccc(CC2SC(=O)NC2=O)cc1 (stereo not given) | -4 | 1 | -0.3 | 9 | -12 | -32 | -7 | -0.9 | 5 | -16 | 8
COc1ccccc1C(=O)Nc1ccnn1C1CCN(Cc2cn(C)c3ccccc23)CC1 | -7 | 3 | 0.5 | -14 | -6 | 2 | -9 | -0.3 | 1 | 6 | 15
S=c1[nH]nc(CN2CCCCC2)n1Cc1ccccc1 | -7 | -3 | 0.1 | 7 | -1 | -13 | 15 | -0.4 | -3 | 4 | -7
CCC1CN(S(=O)(=O)c2ccc3c(c2)NC(=O)CC(=O)N3)c2cc(Cl)ccc2O1 (stereo not given) | -5 | 0 | 0.0 | -8 | . | -44 | 38 | 2.7 | 2 | 19 | 9
Cc1nn(-c2cccc(Cl)c2)c2nc(C(F)(F)F)[nH]c(=O)c12 | -3 | -3 | -0.1 | 13 | 0 | -9 | 42 | 0.6 | -6 | -1 | 6
C=CCNS(=O)(=O)c1ccc2nsnc2c1 | -15 | -2 | 0.1 | 6 | 8 | -13 | 6 | 0.9 | -3 | 0 | 2
CCC(C)NC(=O)C(Cc1ccccc1)NS(=O)(=O)c1ccc2c(c1)oc(=O)n2C (stereo not given) | -7 | -2 | -0.4 | -1 | 1 | -14 | -19 | -0.3 | -11 | -6 | -10
COc1ccc(OC)c(C2N(c3ccc(Cl)cc3)C(=O)C3CCCN32)c1 (stereo not given) | -6 | 4 | 0.0 | . | 1 | -3 | 16 | -1.9 | 0 | 3 | 9
CCN(c1ccc(OC)cc1)S(=O)(=O)c1ccc(-c2cc(C)no2)s1 | -2 | 0 | -0.3 | 21 | 9 | 0 | 27 | -0.3 | 75* | -4 | 10
CCOC(=O)C1C(c2cccs2)NC(=O)N(C)C1(O)C(F)(F)F (stereo not given) | -5 | -3 | -0.1 | -5 | 16 | -4 | 6 | -0.8 | -2 | 26 | 8
O=C(Nc1ccc2nc3n(c(=O)c2c1)CCCC3)c1ccc(Cl)nc1 | -2 | 3 | -0.1 | -8 | . | 11 | -17 | -2.6 | 11 | -32 | -5
O=C(Nc1ccc(Cl)cc1)Nc1ccc2c(c1)OCO2 | . | 1 | 0.3 | -5 | -3 | -132 | -231 | -0.3 | 0 | -280 | -65
O=C(CN(CCc1ccccc1)C(=O)Cn1nnc(-c2cccs2)n1)NCc1ccco1 | -5 | 0 | 0.3 | -5 | 0 | -13 | -9 | 2.0 | 0 | 12 | 9
Cc1ccc(-n2ncc3c(=O)n(CC(=O)N4CCCc5ccccc54)cnc32)cc1C | . | . | 0.3 | -10 | 3 | -40 | -30 | 0.8 | 1 | -106 | -19
CCC1SC2=NC(C)=C(C(=O)OCCOC)C(/C=C/c3ccccc3OC)N2C1=O (stereo not given) | -5 | 2 | -0.4 | 6 | 3 | -27 | 9 | -1.7 | 0 | 9 | 4
C=CCN(C(=O)c1csnn1)C(C(=O)NC(C)(C)C)c1ccncc1 (stereo not given) | -4 | -1 | -0.1 | 16 | 0 | -17 | 8 | -0.4 | -2 | 15 | 1
Nn1c(SCC(=O)Nc2cc(C(F)(F)F)ccc2Cl)nncc1=O | -3 | 1 | 0.4 | -7 | 4 | 7 | -3 | -0.4 | -6 | -1 | 9
CC1Cn2c(Cc3ccccc3)nnc2S1 (stereo not given) | -6 | . | 0.1 | -3 | . | -7 | 5 | -0.7 | 9 | 16 | .
CCOCc1cnc(C)nc1NCC(=O)c1c(C)[nH]c2cc(C)ccc12 | -9 | -2 | 0.0 | -3 | 3 | -4 | 18 | -0.5 | -3 | -5 | 12
COCCOC(=O)C1=C(C)NC(SCC(=O)NC(C)(C)C)=C(C#N)C1c1ccco1 (stereo not given) | -11 | . | -0.4 | -6 | -4 | -9 | 25 | 6.1 | -1 | 10 | 1
Cc1ccc(-c2nnn(CC(=O)NC3CCN(Cc4ccccc4)CC3)n2)cc1 | -8 | -4 | 0.9 | 2 | -13 | -7 | -16 | 0.9 | 2 | -10 | 0
CCC1CCCCN1Cc1nc2ccccc2c(=O)n1CC(C)=O (stereo not given) | -4 | -1 | 0.1 | 1 | -5 | -6 | 16 | 2.0 | 14 | 21 | 3
CCOC(=O)C1(Cc2ccccc2C(F)(F)F)CCN(CC(O)CO)CC1 (stereo not given) | -7 | 0 | 0.0 | 10 | 1 | -8 | -1 | -1.7 | -1 | 7 | 7
COc1ccc(CC(=O)Nc2ccc(C(=O)NC(C)(C)C)cc2)cc1OC | 3 | 0 | 2.1 | 7 | -4 | -2 | -13 | -0.1 | 2 | 12 | -1
COc1cccc(N2CCN(C(=O)c3ccc(Cl)c(NC4=NC5CS(=O)(=O)CC5S4)c3)CC2)c1 (stereo not given) | -14 | 1 | -0.6 | 4 | 2 | 2 | -5 | 0.8 | -14 | 8 | 4
CC(C)(C)c1ccc(C(=O)N2CCC2(C)C(=O)NCc2cccc3ccccc23)cc1 (stereo not given) | -11 | . | 0.6 | . | -4 | 9 | 21 | 0.0 | -2 | 10 | .
CCCC/C(C)=N/NC(=O)c1cn(-c2ccccc2)nc1-c1ccccc1 | -5 | 4 | 0.2 | -10 | -5 | -14 | 2 | 5.9 | -6 | 15 | 12
CCN1C(=O)[C@H]2[C@@H](c3ccc(-c4ccc(OC)cc4)c(OC)c3)N3CCCC[C@@]3(C(=O)OC)[C@H]2C1=O | -10 | 1 | 0.2 | -2 | -11 | 23 | 11 | 0.5 | -14 | 3 | 10
CCOc1ccc(CCN2C(=O)C(=O)N([C@@H](Cc3ccccc3)CN3CCC[C@H]3CN3C(=O)C(=O)NC[C@@H]3Cc3ccc(O)cc3)C[C@@H]2CC(C)C)cc1 | -5 | . | -0.4 | . | . | 10 | . | -0.6 | 0 | -9 | .
COc1ccc(-c2cc(C(=O)NCCCN3CCOCC3)c3cc(C(C)C)ccc3n2)cc1 | -6 | -1 | -0.6 | -1 | -3 | -16 | 18 | -0.4 | 2 | -23 | -24
CCOP(=O)(OCC)/C(=C/N1CCCCC1)NC(=O)c1ccccc1 | -5 | 1 | 0.0 | 10 | 5 | -12 | 1 | 2.7 | -7 | 9 | 10

Whole records from above. Order of screens: CaV13 FRET inh	NR2E3 ag-1	aDG glyco act	Vif imaging	PDI turbidity	NR2E3 ag-2	Peg3 promoter	hiPSC survival	Granule exo inh	HIF-2a block	MITF TRPM1 inh
Listed for COCCOC(=O)C1=C(C)NC(SCC(=O)NC(C)(C)C)=C(C#N)C1c1ccco1 (stereo not given) = -11	.	-0.4	-6	-4	-9	25	6.1	-1	10	1
Listed for CC(C)(C)c1ccc(C(=O)N2CCC2(C)C(=O)NCc2cccc3ccccc23)cc1 (stereo not given) = -11	.	0.6	.	-4	9	21	0.0	-2	10	.

Looked up above:
PDI turbidity with `COc1ccc(CC(=O)Nc2ccc(C(=O)NC(C)(C)C)cc2)cc1OC` is entered as -4
Peg3 promoter with `Cc1ccc(-c2nnn(CC(=O)NC3CCN(Cc4ccccc4)CC3)n2)cc1` is entered as -16
CaV13 FRET inh with `CCCC/C(C)=N/NC(=O)c1cn(-c2ccccc2)nc1-c1ccccc1` is entered as -5

(further entries)
SMILES | CaV13 FRET inh | NR2E3 ag-1 | aDG glyco act | Vif imaging | PDI turbidity | NR2E3 ag-2 | Peg3 promoter | hiPSC survival | Granule exo inh | HIF-2a block | MITF TRPM1 inh
C[C@@H](C(=O)Nc1ccc(SC(F)F)cc1)N1C(=O)C2CCCCC2C1=O (stereo not given in full) | -5 | . | -0.1 | -10 | -4 | 9 | -23 | -4.0 | -4 | -18 | -18
CCNc1ccc(N=Nc2c(C)n(C)n(-c3ccccc3)c2=O)cc1 | 10 | -2 | 0.2 | -5 | 4 | -19 | -44 | 0.5 | -5 | -42 | 1
O=C(Nc1nc2ccccc2s1)C1CCN(S(=O)(=O)c2cc([N+](=O)[O-])ccc2Cl)CC1 | -2 | 1 | 0.8 | -3 | 9 | -18 | -8 | 0.4 | 38 | -64 | 53
COc1ccc(CNC(=O)C2CCN(S(=O)(=O)c3ccc4c(c3)NC(=O)CO4)CC2)cc1 | -16 | 1 | -0.2 | 11 | -3 | 12 | 11 | 1.2 | 0 | 13 | 0
O=C(CSc1nnc(NC(=O)c2ccccc2Cl)s1)NC1CC1 | -3 | 2 | 0.2 | -2 | -16 | -24 | -79 | -0.1 | -12 | -93 | -34
Cc1ccc(C=O)c([B-](F)(F)F)c1 | -6 | . | 0.0 | -2 | 2 | 8 | -5 | 4.1 | 2 | 18 | .

Compound activity as filed in PubChem.
